# MC4R antag cAMP: MC4R antagonists of cAMP signaling, primary screen, cell-based, TR-FRET, antagonist arm of biased-ligand search; Melanocortin receptor 4 (Homo sapiens), P32245; MC4R-expressing cells, MTII-stimulated cAMP, LANCE TR-FRET; inhibition, % at 6.5 µM; 360,000 tested, 0.48% active; AID 540295, 2011;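 active = inhibition above its plate's cutoff, the mean of tested wells on that plate plus 3 SD, cut at about 29% in these data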;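 also: 0% = Melanotan II alone and 100% = Melanotan II plus saturating MCL0020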
# Target sequence (P32245 whole entry, looked up): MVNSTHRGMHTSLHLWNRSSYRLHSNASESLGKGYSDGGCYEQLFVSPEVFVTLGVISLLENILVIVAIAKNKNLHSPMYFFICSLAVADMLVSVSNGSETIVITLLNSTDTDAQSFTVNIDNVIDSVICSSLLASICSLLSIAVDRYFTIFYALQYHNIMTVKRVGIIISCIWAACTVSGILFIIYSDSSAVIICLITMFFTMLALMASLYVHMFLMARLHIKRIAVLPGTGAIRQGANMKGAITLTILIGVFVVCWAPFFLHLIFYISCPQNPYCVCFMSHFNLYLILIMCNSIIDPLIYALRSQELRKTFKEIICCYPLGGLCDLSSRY
#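 Assay system: human MC4R-expressing U2OS cells; reagent: Melanotan II stimulation of cells; dosing: 6.5 µM single dose; timing: compound 30 min, challenge 1 h, detection 1 h; signal: TR-FRET cAMP assay; replicates: one well per compound, no replicates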
# CaV13 FRET inh: Primary screen for inhibitors of IQ motif and Ca2+-dependent inactivation inhibitor domain binding in CACNA1D, Förster resonance energy transfer in living cells, …; HEK cells, CFP/YFP FRET ICDI-IQ, plate reader, 10 min; percent FRET-ratio fall versus neutral wells; inhibition, % at 12.3 µM; 340,000 tested, 0.098% active; AID 743397;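 active = mean replicate inhibition of at least 30% and at least 1% of replicates passing that level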;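 also: 0% = median of the neutral control wells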
# N-glyco inh: increase of ERlucT glycosylation luciferase signal, primary screen, N-linked glycosylation inhibitor project, D54 ERlucT cells, luminescence, set 2 | D54 ERlucT glycosylation luciferase reporter, 24 h; percent of 100 nM tunicamycin response | 360,000 tested, 0.23% active | reporter increase, % at 12.5 µM;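 active = mean luciferase reporter signal, scaled so untreated is 0 and the glycosylation-blocking control 100, at or above a set limit in every replicate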;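 also: luciferase carries N-glycosylation sites so blocking glycosylation raises the light; 0% = median of neutral control wells and 100% = median of 100 nM tunicamycin wells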
# PDI turbidity: inhibitors of human PDI, primary screen, biochemical, turbidity, single point, plate reader | Protein disulfide-isomerase (Homo sapiens), P07237 | PDI insulin aggregation turbidity, A650, 90 min | inhibition, % at 10 µM | 350,000 tested, 0.052% active;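 active = mean inhibition across replicates of 30% or more, whatever share of single replicates reach that level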;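 also: absorbance from insulin aggregation driven by PDI reduction with DTT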
# aDG glyco act: activators of alpha-DG glycosylation, primary screen, uHTS, Pro5-aDG cells, AlphaScreen; activation, % at 10 µM; AID 624168, 2012; 360,000 tested, 0.22% active; alpha-DG glycosylation AlphaScreen (IIH6); 0% Pro5, 100% B10-LARGE cell signal;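 active = activation of at least 8% versus controls, or a plate z-score of at least 8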;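 also: Pro5 are CHO cells carrying HIG-tagged alpha-DG that lacks glycosylation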
# MC4R ag barr: MC4R agonists recruiting beta-arrestin, primary screen, cell-based, luminescence, agonist arm of biased-ligand search; U2OS MC4R beta-arrestin complementation; percent of melanotan II response, DMSO zero; activation, % at 8.9 µM; 360,000 tested, 0.98% active;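 active = activation above a per-plate cutoff, the mean activation of sample wells on that plate plus 3 SD, cut at about 8% in these data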
# m5-HT2A agonist: mouse Htr2a agonists via beta-arrestin recruitment, primary screen, cell-based, luminescence; 5-hydroxytryptamine receptor 2A (Mus musculus), P35363; CHO-K1 mHTR2A beta-arrestin complementation; percent of 30 µM serotonin response; activation, % at 7.6 µM; 360,000 tested, 0.66% active; AID 624169, 2012;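 active = activation above a run cutoff, the mean activation of all tested compounds plus 3 SD, cut at about 14% in these data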;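 also: 0% = plate median of compound wells and 100% = 30 µM serotonin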
# Target sequence (P35363 whole entry, looked up): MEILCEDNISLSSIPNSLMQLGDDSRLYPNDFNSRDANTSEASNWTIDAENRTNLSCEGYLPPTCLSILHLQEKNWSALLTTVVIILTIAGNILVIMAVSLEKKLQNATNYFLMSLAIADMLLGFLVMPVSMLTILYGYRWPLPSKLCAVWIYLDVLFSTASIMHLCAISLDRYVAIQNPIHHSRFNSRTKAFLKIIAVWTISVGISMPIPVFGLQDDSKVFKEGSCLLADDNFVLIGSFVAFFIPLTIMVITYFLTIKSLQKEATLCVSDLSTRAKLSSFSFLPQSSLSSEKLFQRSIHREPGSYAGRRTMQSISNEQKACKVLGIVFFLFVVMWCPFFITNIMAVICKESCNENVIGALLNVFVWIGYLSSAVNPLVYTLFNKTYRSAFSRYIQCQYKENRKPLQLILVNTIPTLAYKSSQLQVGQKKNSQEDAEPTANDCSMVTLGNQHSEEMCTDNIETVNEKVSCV
# Vif imaging: HIV Vif self-association inhibitors, primary screen, imaging, HEK293T, single point; HEK293T cells, Vif self-association by quenched fluorescence, 24 h; inhibition, % at 7.49 µM; 340,000 tested, 0.35% active; in the data active = inhibition above about 50%, passing the limit was not always enough; also: some results filed as inactive read as strong as hits
# ABCB6 inh 2: ABCB6 transporter inhibitors, primary screen, K562-ABCB6 cells, flow cytometry, MLPCN library; K562-ABCB6 porphyrin accumulation, 1 h; hits give low values; fluorescence ratio to DMSO, % at 10 µM; 360,000 tested, 0.19% active; AID 602162, 2011;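 active = fluorescence ratio to DMSO below 75%, the collection mean minus 3 SD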;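 also: signal is porphyrin accumulated inside mitochondria; 100% equals median channel fluorescence of DMSO control wells; lower ratio means ABCB6 inhibition with less porphyrin fluorescence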
# Cardio protect: cardioprotection against H2O2-induced cell death, primary screen, uHTS, H9c2 cells, ATPLite luminescence; H9c2 cardiomyocytes, H2O2 injury protection, 2 h; protection from H2O2 cell death, % at 20 µM; 360,000 tested, 0.63% active;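 active = compounds giving at least 50% protection of heart cells from peroxide-induced death in the single-dose screen, raw or plate-pattern-corrected value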;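 also: 0% = DMSO wells with peroxide and 100% = DMSO wells without peroxide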
# Starred values were filed as active, the others as inactive; x = no result given; & = joins results of further samples; ! = not active in a repeat.
SMILES,MC4R antag cAMP,CaV13 FRET inh,N-glyco inh,PDI turbidity,aDG glyco act,MC4R ag barr,m5-HT2A agonist,Vif imaging,ABCB6 inh 2,Cardio protect
Cc1c(Cl)cccc1NC(=S)N1CCN(Cc2ccc3c(c2)OCO3)CC1,2,-5,3,8,0.2,1.1,-3,53*,99,-11
CC1(C)Oc2ccc3ccc(=O)oc3c2[C@H](O)[C@H]1O,5,-12,0,4,-0.3,0.0,3,2,96,10
S=C1SCCN1Cc1ccccc1,5,-6,1,-1,-0.3,-0.6,0,-4,86,3
COc1cccc(C(=O)N(CN2CCCC2=O)c2cccc(Cl)c2)c1OC,-1,-4,0,7,0.1,-0.4,2,-15,94,-1
COc1ccc(S(=O)(=O)Nc2cccc(-c3ccc(N4CCCCCC4)nn3)c2)c(OC)c1,-3,-7,1,6,-0.3,-1.9,-6,2,106,-1
Cc1ccc(C)c(NC(=O)CN(C)C(=O)c2cc(-c3cccs3)nn2-c2ccccc2)c1,8,-7,0,-13,0.3,-2.2,-4,-5,100,7
C=CCc1cc(Cl)ccc1OCCCNC(C)CC (stereo not drawn),7,-21,1,8,1.7,1.0,-5,0,94,9
NS(=O)(=O)c1ccc(NC(=O)CN2CCCC2)cc1,12,-5,1,2,0.0,-0.4,1,15,104,-4
CC1(C)c2[nH]c3ccccc3c2C[C@@H]2C(=O)N(Cc3ccccc3F)C(=O)N21,20,-13,0,-3,0.3,2.9,2,x,96,2
C/C=C(\C)C(=O)N1CCC(C(=O)c2ccccc2)CC1,13,-4,-3,-11,-0.2,-0.5,-2,4,96,-7

# 4 entries from above in a different format.
C=CCc1cc(Cl)ccc1OCCCNC(C)CC (stereo not drawn)
  MC4R antag cAMP: 7 | CaV13 FRET inh: -21 | N-glyco inh: 1 | PDI turbidity: 8 | aDG glyco act: 1.7 | MC4R ag barr: 1.0 | m5-HT2A agonist: -5 | Vif imaging: 0 | ABCB6 inh 2: 94 | Cardio protect: 9
NS(=O)(=O)c1ccc(NC(=O)CN2CCCC2)cc1
  MC4R antag cAMP: 12 | CaV13 FRET inh: -5 | N-glyco inh: 1 | PDI turbidity: 2 | aDG glyco act: 0.0 | MC4R ag barr: -0.4 | m5-HT2A agonist: 1 | Vif imaging: 15 | ABCB6 inh 2: 104 | Cardio protect: -4
CC1(C)c2[nH]c3ccccc3c2C[C@@H]2C(=O)N(Cc3ccccc3F)C(=O)N21
  MC4R antag cAMP: 20 | CaV13 FRET inh: -13 | N-glyco inh: 0 | PDI turbidity: -3 | aDG glyco act: 0.3 | MC4R ag barr: 2.9 | m5-HT2A agonist: 2 | Vif imaging: x | ABCB6 inh 2: 96 | Cardio protect: 2
C/C=C(\C)C(=O)N1CCC(C(=O)c2ccccc2)CC1
  MC4R antag cAMP: 13 | CaV13 FRET inh: -4 | N-glyco inh: -3 | PDI turbidity: -11 | aDG glyco act: -0.2 | MC4R ag barr: -0.5 | m5-HT2A agonist: -2 | Vif imaging: 4 | ABCB6 inh 2: 96 | Cardio protect: -7

# (continued)
SMILES,MC4R antag cAMP,CaV13 FRET inh,N-glyco inh,PDI turbidity,aDG glyco act,MC4R ag barr,m5-HT2A agonist,Vif imaging,ABCB6 inh 2,Cardio protect
CC1(C)Cc2ccccc2-c2nnc(-c3ccccc3)n21,-6,-6,0,-13,-0.3,-2.3,0,-1,92,-6
CCCCN1C(=O)C2C(c3ccc(OC)cc3O)NC(CC(C)C)(C(=O)O)C2C1=O (stereo not drawn),15,-5,2,4,0.3,0.2,-1,21,103,-4
O=C(O)CCCn1cc(NC(=O)COc2cc(F)ccc2[N+](=O)[O-])cn1,16,-4,0,-1,-0.3,1.8,-2,2,84,5
CCn1c(=O)c2c(nc(SCC(=O)NCC3CCCO3)n2C)n(C)c1=O (stereo not drawn),0,-8,2,-1,-0.1,-0.5,0,4,102,-4
COc1cc(Cl)ccc1OCc1cc(C(=O)NCC(C)(C)N2CCOCC2)no1,3,-6,0,8,0.1,2.4,-9,13,97,-4
CN(Cc1c(F)cccc1Cl)c1nnnn1-c1ccccc1,4,-5,-2,-5,0.1,-3.0,-8,-24,95,-4
Cn1c(SCC(=O)N2CCCC2=O)nc2ccccc21,8,-6,1,-2,-0.1,-2.9,-5,2,98,5
O=C1c2ccccc2C(c2nnnn2Cc2ccccc2)N1Cc1cccnc1 (stereo not drawn),x,-7,x,x,-0.1,x,2,x,94,x
C/C(=N\O)C1/C(=N/O)CC2C1C2(C)C (stereo not drawn),10,-3,4,-13,0.0,-1.6,1,-2,108,2
O=C(CN1C(=O)NC2(CCCC2)C1=O)OCCOc1cccc(Cl)c1,0,-2,2,-9,-0.2,-1.4,10,7,104,3
COc1ccccc1CNC(=O)CSC(=S)N1CCCC1,-22,-6,0,0,-0.1,-0.7,4,-3,97,-4
O=[N+]([O-])c1ccc(O)c(-c2nn[nH]n2)c1,-2,-3,-1,-5,-0.2,-0.1,-1,5,94,4
CC(O)(c1ccncc1)c1nc(-c2cccc(C(F)(F)F)c2)cs1 (stereo not drawn),-6,-6,-4,-29,2.8,0.2,2,-17,94,-26
Clc1cccc(Nc2ncnc3ccc(Br)cc23)c1,12,-7,-11,0,2.7,4.4,5,x,98,-18
CCOc1ccc(NC(=O)CN(C)C(=O)c2cc3c(s2)CCC3)cc1OCC,0,-5,1,4,0.2,-1.8,-5,-2,100,1
COC(=O)c1ccsc1NC(=O)CCS(=O)(=O)c1ccc(Cl)cc1,14,-7,-9,-8,2.6,-1.4,3,0,104,-6
Cc1ccc(S(=O)(=O)N2[C@@H](c3ccc(F)cc3)C(C(=O)O)=CC[C@H]2c2cccc(Cl)c2)cc1,7,-4,1,1,0.1,-0.7,-1,1,93,1
O=C(CSc1nc2scc(-c3ccco3)c2c(=O)n1-c1ccccc1)N1CCOCC1,6,-4,-1,2,-0.2,-1.6,-1,-5,101,20
O=C(COC(=O)c1ccc([N+](=O)[O-])o1)NC12CC3CC(CC(C3)C1)C2,9,-7,0,6,0.0,0.2,-1,3,99,11
CC(C)P(=O)(Cc1cccc(C#N)c1)C(C)C,1,x,0,-5,0.1,-2.2,2,-1,104,-3
Cc1cc(NS(=O)(=O)c2ccc(-c3ccccc3)cc2)no1,4,-4,1,-8,0.1,-1.2,0,5,95,-1
O=C(NCc1ccco1)c1ccc(CS(=O)(=O)c2cccc(C(F)(F)F)c2)o1,12,-6,0,-3,-0.4,-1.1,1,3,92,11
O=C(CN(C(=O)CCC(=O)Nc1nccs1)c1ccc(F)cc1)NCC1CCCO1 (stereo not drawn),1,x,-5,6,0.0,-0.3,2,21,95,-5
N=c1c(C(=O)NCc2ccc3c(c2)OCO3)cc2c(=O)n3ccccc3nc2n1Cc1cccnc1,8,x,-2,-3,0.1,-1.9,-2,17,108,31
Cc1ccc2nc(-c3ccc(F)cc3)c(Cc3cccc(Cl)c3)n2c1,x,-9,-1,x,2.0,x,-7,13,101,-6
Cc1cc(C)n2cc(CSc3ccc(Br)cc3)nc2n1,11,-5,-2,7,1.2,-1.3,0,9,101,0
CCCSc1nnc(CSc2nc(C)cc(C)n2)n1C,1,-18,-1,-1,-0.1,1.3,1,1,78,3
CC1CCCN(C(=O)C2CCN(S(=O)(=O)c3cccc4nonc34)CC2)C1 (stereo not drawn),11,-4,1,2,-0.1,0.7,4,45,96,-1
O=C(NCc1ccccc1)C1=C[C@H](c2coc3ccccc3c2=O)C[C@H](OCc2ccc(CO)cc2)O1,11,-4,-5,1,0.1,-1.9,-8,-1,91,15
COc1ccc(S(=O)(=O)N2CCC(C(=O)NCCCN3CCOCC3)CC2)cc1,3,-2,1,3,0.0,-2.2,-3,20,95,-4
COc1ccccc1C(=O)NC(CCSC)C(=O)NCC(c1cccs1)N1CCOCC1 (stereo not drawn),10,-8,3,6,0.1,-2.6,-3,-2,105,-4
COc1ccc(NC(=O)c2cc3c(CO)cnc(C)c3oc2=Nc2cccc(F)c2)c(OC)c1,10,-3,-5,-5,-0.2,-0.6,0,0,99,30
Cc1nnc2c(NC3CCCCC3)nc3ccccc3n12,6,-3,19,5,-0.2,-0.8,6,-4,99,3
CS(=O)(=O)NNC(=O)CN1C(=O)C2C3C=CC(C3)C2C1=O (stereo not drawn),10,-8,1,8,0.2,2.7,0,-11,98,-5
CCCCCCCCCCCCCCCC[n+]1cccc(C(=O)N(CC)CC)c1,29*!,-8,-4&-11,11&30,0.9&1.5,13*,2&2,19&-2,99&98,-25&-29
Cc1c(C(=O)OCC(=O)N(C)Cc2ccccc2)oc2ccccc12,5,-3,-2,-6,0.3,-0.6,0,5,95,-3
Cn1c(=O)oc2cc(S(=O)(=O)NCCC(=O)NC3CCCC3)ccc21,2,-2,3,18,0.1,-1.4,0,x,100,0
CC1(C)NC(=O)N(CC(O)CN(c2ccccc2)S(=O)(=O)c2ccccc2[N+](=O)[O-])C1=O (stereo not drawn),13,-2,-2,-10,-0.1,2.5,-6,-3,103,2
O=C(Oc1ccc(Br)cc1C(=S)N1CCOCC1)c1ccccc1,28,-3,2,14,0.0,-1.9,12,18,97,3
Cc1cc(C)c(S(=O)(=O)N2CCN(C(=O)CCn3nc(C)c(C)c3C)CC2)c(C)c1,9,-5,2,3,0.1,0.1,2,-10,85,-1
COc1ccc(-c2[nH]c(-c3cccc(OC)c3)nc2SCC(=O)NC2CCCC2)cc1,-1,-3,4,x,0.0,-0.9,-11,-9,89,0
N#Cc1ccccc1OCC(=O)N(C1CCCCC1)C1CCS(=O)(=O)C1 (stereo not drawn),-10,-7,3,13,0.1,-2.2,0,-2,100,-2
Cc1ccccc1NN=Nc1nc2c([nH]1)c(=O)n(C)c(=O)n2C,4,4,5,-2,-0.3,-2.3,2,0,95,3
